BioA inh = M. tuberculosis BioA enzyme inhibitors, primary screen, biochemical, plate reader, single point, HTS | 7,8-diaminopelargonic acid synthase BioA (Mycobacterium tuberculosis) | purified M. tuberculosis BioA enzyme | inhibition, % at 9.99 µM | actives 0.096% (n = 360,000); in the data active = inhibition above about 40%
TcdB GH inh = TcdB glycohydrolase inhibitors, primary screen, biochemical, single point, plate reader; TcdB glycohydrolase enzymatic assay; Toxin B (Clostridioides difficile), P18177; actives 0.24% (n = 350,000); inhibition, % at 9.99 µM; in the data active = inhibition above about 10%
Target sequence (P18177 whole entry, looked up): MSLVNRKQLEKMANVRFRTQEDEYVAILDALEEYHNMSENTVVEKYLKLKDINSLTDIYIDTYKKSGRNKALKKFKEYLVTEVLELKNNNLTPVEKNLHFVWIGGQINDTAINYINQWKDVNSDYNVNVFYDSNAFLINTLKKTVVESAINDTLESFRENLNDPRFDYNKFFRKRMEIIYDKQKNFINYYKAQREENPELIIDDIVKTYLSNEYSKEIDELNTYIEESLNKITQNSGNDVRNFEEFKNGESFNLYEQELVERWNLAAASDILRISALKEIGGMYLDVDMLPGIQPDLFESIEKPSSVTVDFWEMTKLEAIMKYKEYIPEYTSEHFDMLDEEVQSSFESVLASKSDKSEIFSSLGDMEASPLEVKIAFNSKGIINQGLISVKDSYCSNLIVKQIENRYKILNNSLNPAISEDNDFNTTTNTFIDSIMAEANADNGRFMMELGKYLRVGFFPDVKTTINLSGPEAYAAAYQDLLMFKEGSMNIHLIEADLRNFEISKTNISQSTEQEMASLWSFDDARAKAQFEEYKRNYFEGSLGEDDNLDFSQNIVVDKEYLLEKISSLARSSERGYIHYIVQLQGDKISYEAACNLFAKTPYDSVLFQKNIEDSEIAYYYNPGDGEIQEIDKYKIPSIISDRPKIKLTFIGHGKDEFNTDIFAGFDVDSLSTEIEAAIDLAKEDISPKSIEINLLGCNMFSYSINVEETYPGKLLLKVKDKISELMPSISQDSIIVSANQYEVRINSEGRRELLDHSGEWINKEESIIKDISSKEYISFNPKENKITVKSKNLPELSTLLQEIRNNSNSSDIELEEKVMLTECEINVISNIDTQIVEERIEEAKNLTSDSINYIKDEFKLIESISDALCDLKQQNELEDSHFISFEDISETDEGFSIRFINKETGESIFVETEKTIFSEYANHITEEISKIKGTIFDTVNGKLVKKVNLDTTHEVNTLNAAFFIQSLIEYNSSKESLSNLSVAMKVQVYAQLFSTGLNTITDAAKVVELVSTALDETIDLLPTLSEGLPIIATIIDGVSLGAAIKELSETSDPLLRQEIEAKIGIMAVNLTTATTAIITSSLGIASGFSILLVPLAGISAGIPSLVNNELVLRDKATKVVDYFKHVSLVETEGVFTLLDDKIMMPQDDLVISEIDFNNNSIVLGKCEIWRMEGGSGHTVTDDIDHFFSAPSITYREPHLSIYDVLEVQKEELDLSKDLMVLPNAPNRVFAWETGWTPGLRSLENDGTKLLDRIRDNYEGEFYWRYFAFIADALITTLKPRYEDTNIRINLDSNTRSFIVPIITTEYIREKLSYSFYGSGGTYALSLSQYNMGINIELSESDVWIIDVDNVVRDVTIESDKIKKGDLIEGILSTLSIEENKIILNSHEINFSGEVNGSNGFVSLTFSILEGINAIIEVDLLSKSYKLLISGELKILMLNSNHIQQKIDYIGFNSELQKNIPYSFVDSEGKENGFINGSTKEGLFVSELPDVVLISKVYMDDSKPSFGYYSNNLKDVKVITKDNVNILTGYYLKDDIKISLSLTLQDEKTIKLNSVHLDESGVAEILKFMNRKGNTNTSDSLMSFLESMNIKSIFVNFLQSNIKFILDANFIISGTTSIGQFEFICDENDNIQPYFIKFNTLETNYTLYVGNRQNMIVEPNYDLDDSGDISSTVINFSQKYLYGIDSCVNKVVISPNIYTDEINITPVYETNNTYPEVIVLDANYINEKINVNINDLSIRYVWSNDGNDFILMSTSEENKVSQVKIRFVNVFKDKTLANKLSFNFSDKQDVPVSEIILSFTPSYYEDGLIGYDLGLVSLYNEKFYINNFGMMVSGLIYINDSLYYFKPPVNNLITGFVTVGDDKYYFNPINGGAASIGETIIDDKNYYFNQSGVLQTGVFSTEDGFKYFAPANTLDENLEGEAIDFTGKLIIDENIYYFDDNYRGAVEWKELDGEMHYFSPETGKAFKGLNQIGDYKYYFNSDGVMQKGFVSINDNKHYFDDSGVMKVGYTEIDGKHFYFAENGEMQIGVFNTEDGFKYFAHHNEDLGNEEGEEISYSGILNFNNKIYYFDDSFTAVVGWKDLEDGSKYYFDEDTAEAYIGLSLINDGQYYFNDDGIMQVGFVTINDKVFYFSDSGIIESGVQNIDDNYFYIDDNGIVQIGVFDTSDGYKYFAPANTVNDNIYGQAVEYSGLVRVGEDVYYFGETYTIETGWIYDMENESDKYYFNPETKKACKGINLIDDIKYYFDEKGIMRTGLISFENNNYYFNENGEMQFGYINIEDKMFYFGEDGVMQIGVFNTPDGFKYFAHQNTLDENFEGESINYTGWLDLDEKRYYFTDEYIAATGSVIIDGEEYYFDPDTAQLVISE
* = called active by the depositor; & = joins results of further samples. The list is partial; the hit share may differ from the screen's.

SMILES,BioA inh,TcdB GH inh
C[C@@H]1CCCCO[C@H](CN(C)S(=O)(=O)c2ccc(F)cc2)[C@@H](C)CN([C@H](C)CO)C(=O)c2cc(NC(=O)c3ccccc3)ccc2O1,-1.6,1.2
Cc1noc(C)c1S(=O)(=O)Nc1ccc2c(c1)C(=O)N([C@@H](C)CO)C[C@@H](C)[C@@H](CN(C)Cc1ccc3c(c1)OCO3)OCCCC[C@@H](C)O2,5.3,-0.4
C[C@H](CO)N1C[C@H](C)[C@@H](CN(C)Cc2ccccc2)Oc2ncc(-c3ccccc3)cc2C1=O,2.0,0.3
C[C@@H]1CN([C@@H](C)CO)C(=O)c2cc(NS(=O)(=O)c3cccs3)ccc2O[C@@H]1CN(C)Cc1ccc(Oc2ccccc2)cc1,-1.7,0.3
COc1ccc(S(=O)(=O)Nc2ccc3c(c2)CC(=O)N([C@H](C)CO)C[C@@H](C)[C@@H](CN(C)Cc2ccc(C(=O)O)cc2)O3)cc1,-0.6,-0.9
CCCC#Cc1ccc2c(c1)O[C@H](CN(C)C(=O)c1ccccn1)[C@H](C)CN([C@@H](C)CO)S2(=O)=O,0.6,2.4
CCCC(=O)Nc1ccc2c(c1)C(=O)N(C)C[C@H](OC)[C@H](C)CN(Cc1ccccn1)[C@H](C)CO2,-1.0,-0.7
CCC(=O)N(C)C[C@H]1Oc2ncc(C#Cc3cccnc3)cc2C(=O)N([C@@H](C)CO)C[C@H]1C,9.9,-0.4
COc1ccccc1NC(=O)N[C@@H]1CC[C@@H](CC(=O)N[C@@H](C)c2ccccc2)O[C@H]1CO,2.3,-0.4
COCC(=O)Nc1ccc2c(c1)C(=O)N(C)C[C@@H](OC)[C@@H](C)CN(C(=O)c1ccccc1F)[C@@H](C)CO2,-0.8,0.7
O=C(C[C@@H]1CC[C@@H](NC(=O)Nc2cc(F)ccc2F)[C@H](CO)O1)Nc1ccccc1,-0.7,-0.4
CN1CCCCN2[C@H](CO)[C@@H](c3ccc(C#CC4(O)CCCC4)cc3)[C@@H]2C1,0.9,0.9
CNC[C@H]1Oc2ccc(NC(=O)C3CC3)cc2CC(=O)N([C@@H](C)CO)C[C@H]1C,-0.6,-0.7
Cc1noc(C)c1S(=O)(=O)Nc1ccc2c(c1)C(=O)N([C@H](C)CO)C[C@H](C)[C@H](CN(C)S(=O)(=O)c1ccc(Cl)cc1)O2,4.0,-1.0
COc1ccc(CN(C)C[C@@H]2OCCCC[C@H](C)Oc3ccc(NS(=O)(=O)c4ccccc4)cc3C(=O)N([C@@H](C)CO)C[C@H]2C)cc1,0.4,-1.1
CCCC(=O)Nc1ccc2c(c1)OC[C@H](C)N(Cc1ccc(-c3ccccn3)cc1)C[C@@H](C)[C@H](OC)CN(C)C2=O,0.0,-12
Cc1noc(C)c1NC(=O)N(C)C[C@H]1Oc2c(NC(=O)Nc3ccc(F)cc3)cccc2C(=O)N([C@@H](C)CO)C[C@H]1C,0.1,1.0
C[C@H](O)C#Cc1ccc([C@@H]2[C@@H](CO)N3CCCCN(CC4CCOCC4)C[C@@H]23)cc1,-2.7,0.4
O=C(C[C@H]1C=C[C@@H](NC(=O)Nc2ccc(F)cc2)[C@H](CO)O1)NCc1ccccn1,6.2,0.4
Cc1noc(C)c1NC(=O)N(C)C[C@@H]1OCCCC[C@@H](C)Oc2ccc(NC(=O)c3ccccc3)cc2C(=O)N([C@@H](C)CO)C[C@H]1C,-1.1,-0.4
O=C(C[C@@H]1C=C[C@@H](NC(=O)c2ccccc2)[C@@H](CO)O1)NCCc1ccncc1,-3.1,-0.1
C[C@H]1CN([C@@H](C)CO)C(=O)c2cc(NS(=O)(=O)c3cn(C)cn3)ccc2O[C@H]1CN(C)S(C)(=O)=O,-0.3,-0.1
C[C@H]1CN([C@@H](C)CO)C(=O)c2c(c3ccccc3n2C)-c2ccccc2CO[C@H]1CN(C)S(=O)(=O)c1ccccc1C#N,1.1,-0.5
C[C@@H]1CN([C@H](C)CO)C(=O)c2cc(NS(=O)(=O)c3ccc(Cl)cc3)ccc2O[C@@H](C)CCCCO[C@@H]1CN(C)Cc1ccc2c(c1)OCO2,0.8&4.2,1.1&-0.1
CS(=O)(=O)Nc1ccc2c(c1)[C@H]1C[C@H](CC(=O)N3CCOCC3)O[C@@H](CO)[C@H]1O2,-3.1,-8.0
C/C=C/c1ccc2c(c1)O[C@@H](CN(C)C(=O)NC1CCCC1)[C@H](C)CN([C@H](C)CO)S2(=O)=O,3.3,1.1
CC(C)NC(=O)N(C)C[C@@H]1Oc2cc(C#Cc3cccc(F)c3)ccc2S(=O)(=O)N([C@@H](C)CO)C[C@H]1C,0.0,-0.7
CN1C(=O)c2cc(NC(=O)Nc3ccccc3F)ccc2OC[C@H]2O[C@@H](CC(=O)NCc3ccc(-c4ccccc4)cc3)CC[C@@H]21,-1.8,-1.3
CN1c2ccc(-c3ccccc3F)cc2[C@@H]2[C@@H](CCN2C(=O)CN2CCOCC2)[C@@H]1CO,2.8,5.4
COc1cccc(NC(=O)N(C)C[C@H]2Oc3cc(C#CC4(O)CCCC4)ccc3S(=O)(=O)N([C@H](C)CO)C[C@H]2C)c1,-3.8,-5.0

Rewritten with two lines to a compound: entries from further up
Every second line gives: BioA inh, TcdB GH inh
O=C(C[C@@H]1CC[C@@H](NC(=O)Nc2cc(F)ccc2F)[C@H](CO)O1)Nc1ccccc1
 : -0.7, -0.4
CN1CCCCN2[C@H](CO)[C@@H](c3ccc(C#CC4(O)CCCC4)cc3)[C@@H]2C1
 : 0.9, 0.9

Additional compounds:
SMILES,BioA inh,TcdB GH inh
O=S(=O)(c1ccc(F)cc1)N1CCCCN2[C@@H](CO)[C@@H](c3ccc(C#CC4CC4)cc3)[C@@H]2C1,0.0,0.7
COCC#Cc1ccc2c(c1)O[C@H](CN(C)C(=O)Nc1ccccc1F)[C@@H](C)CN([C@H](C)CO)S2(=O)=O,-5.1,-6.8
COc1ccc(CN(C)C[C@@H]2Oc3c(NC(=O)C4CCOCC4)cccc3C(=O)N([C@@H](C)CO)C[C@H]2C)cc1,1.1,-0.4
C[C@H](CO)N1C[C@H](C)[C@H](CN(C)C(=O)C2CCCCC2)Oc2ncc(C#CC3CCCCC3)cc2C1=O,-1.5,0.5
COc1ccc(NC(=O)N[C@@H]2CC[C@H](CCNC(=O)CN3CCOCC3)O[C@H]2CO)cc1,1.1,-0.2
Cc1cccc(S(=O)(=O)N2C[C@@H](O)COC[C@@H]3O[C@@H](CC(=O)N4CCN(C)CC4)CC[C@H]32)c1,-1.8,-1.3
C[C@@H]1CCCCO[C@@H](CN(C)Cc2ccc(Cl)c(Cl)c2)[C@@H](C)CN([C@@H](C)CO)C(=O)c2cc(NC(=O)C3CCCCC3)ccc2O1,-6.4,-0.1
C[C@@H](NC(=O)C[C@H]1C=C[C@@H](NC(=O)Cc2ccccn2)[C@@H](CO)O1)c1ccccc1,-1.4,-0.6
O=C(C[C@H]1CC[C@@H]2[C@H](COC[C@H](O)CN2Cc2cccc(Cl)c2)O1)N1CCOCC1,-1.3,1.3
Cc1ccccc1-c1cnc2c(c1)C(=O)N([C@H](C)CO)C[C@H](C)[C@H](CN(C)Cc1ccccc1F)O2,2.3,-1.1
COc1ccc(NC(=O)Nc2ccc3c(c2)C(=O)N([C@@H](C)CO)C[C@@H](C)[C@H](CN(C)C(=O)c2ccccc2)OCCCC[C@@H](C)O3)cc1,-0.2,-1.9
CCCC#Cc1ccc2c(c1)O[C@@H](CN(C)C(C)=O)[C@H](C)CN([C@@H](C)CO)S2(=O)=O,10,0.9
O=C(C[C@H]1CC[C@@H]2[C@H](COC[C@H](O)CN2Cc2nccs2)O1)NCc1ccc(F)cc1,-2.0,1.1
COc1ccc(S(=O)(=O)Nc2ccc3c(c2)C(=O)N([C@H](C)CO)C[C@H](C)[C@H](CN(C)CC2CCCCC2)O3)cc1,2.3,0.5
O=S(=O)(c1cccs1)N1CCCCN2[C@H](C1)[C@H](c1ccc(/C=C/c3ccccc3)cc1)[C@@H]2CO,-2.9,0.1
C[C@@H]1CN([C@H](C)CO)S(=O)(=O)c2ccc(C#CCN(C)C)cc2O[C@H]1CN(C)Cc1ccncc1,8.7,2.0
CC(C)CC#Cc1ccc([C@@H]2[C@H]3CN(C(=O)c4ccc5c(c4)OCO5)CCCCN3[C@H]2CO)cc1,1.0,2.2
CCS(=O)(=O)NCC[C@H]1CC[C@H](NS(=O)(=O)c2cccc(F)c2)[C@@H](CO)O1,0.7,1.5
C/C=C/c1cnc2c(c1)C(=O)N([C@@H](C)CO)C[C@@H](C)[C@@H](CN(C)S(=O)(=O)c1cn(C)cn1)O2,-3.0,1.2
Cc1ccc(S(=O)(=O)N[C@@H]2CC[C@@H](CCNC(=O)C3CCOCC3)O[C@H]2CO)cc1,-0.6,-7.0
Cc1noc(C)c1NC(=O)N[C@@H]1C=C[C@H](CC(=O)N2CCCCC2)O[C@@H]1CO,-1.5,-0.2
O=C(NCC[C@@H]1CC[C@H](NC(=O)C2CCCC2)[C@H](CO)O1)c1ccc(F)cc1,-2.2,0.3
C/C=C/c1cnc2c(c1)C(=O)N([C@@H](C)CO)C[C@H](C)[C@H](CN(C)C(=O)c1cnccn1)O2,2.4,0.7
COc1cccc(NC(=O)Nc2ccc3c(c2)C(=O)N(C)C[C@@H](OC)[C@H](C)CN[C@@H](C)CO3)c1,1.9,-2.0
C[C@H](CO)N1C[C@H](C)[C@@H](CN(C)Cc2ccccc2)OCCCC[C@H](C)Oc2ccc(NS(C)(=O)=O)cc2C1=O,-0.5,-0.7
C[C@@H]1CCCCO[C@H](CN(C)Cc2ccccc2)[C@@H](C)CN([C@H](C)CO)C(=O)c2cc(NS(=O)(=O)c3ccc(F)cc3)ccc2O1,0.1,0.6
O=C(N[C@H]1CC[C@H](CCn2cc(Cc3ccccc3)nn2)O[C@@H]1CO)c1cnccn1,-3.0,-0.2
C[C@@H]1CCCCO[C@@H](CN(C)Cc2ccccc2)[C@H](C)CN([C@@H](C)CO)C(=O)c2cc(NS(=O)(=O)c3ccccc3)ccc2O1,1.4,0.3
C[C@@H]1CCCCO[C@@H](CN(C)C(=O)Nc2ccc(F)cc2)[C@@H](C)CN([C@H](C)CO)C(=O)c2cc(NS(=O)(=O)c3cn(C)cn3)ccc2O1,-0.6,0.6
O=C(NC1CCCC1)N[C@H]1CC[C@@H](CC(=O)N2CCOCC2)O[C@H]1CO,3.1,0.9

Four compounds already listed, arranged by molar mass, highest first.
SMILES,BioA inh,TcdB GH inh
COc1cccc(NC(=O)Nc2ccc3c(c2)C(=O)N(C)C[C@@H](OC)[C@H](C)CN[C@@H](C)CO3)c1,1.9,-2.0
COc1ccc(NC(=O)N[C@@H]2CC[C@H](CCNC(=O)CN3CCOCC3)O[C@H]2CO)cc1,1.1,-0.2
Cc1ccc(S(=O)(=O)N[C@@H]2CC[C@@H](CCNC(=O)C3CCOCC3)O[C@H]2CO)cc1,-0.6,-7.0
C/C=C/c1cnc2c(c1)C(=O)N([C@@H](C)CO)C[C@H](C)[C@H](CN(C)C(=O)c1cnccn1)O2,2.4,0.7

Further results
SMILES,BioA inh,TcdB GH inh
CNC[C@@H]1OCCCC[C@@H](C)Oc2ccc(NS(=O)(=O)c3ccccc3)cc2C(=O)N([C@H](C)CO)C[C@H]1C,-2.2,0.2
COc1ccc(CNC(=O)C[C@@H]2C=C[C@H](NS(=O)(=O)c3cccc(OC)c3)[C@@H](CO)O2)cc1,-1.2,-0.1
Cc1ccc(S(=O)(=O)N(C)C[C@H]2Oc3c(NS(=O)(=O)c4ccccc4)cccc3C(=O)N([C@H](C)CO)C[C@H]2C)cc1,-0.1,0.0
O=C(C[C@@H]1C[C@H]2c3cc(NC(=O)NC4CCCC4)ccc3O[C@H]2[C@H](CO)O1)NC1CCCC1,-0.7,0.3
O=C(C[C@H]1CC[C@@H](NC(=O)c2ccc3c(c2)OCO3)[C@H](CO)O1)NC1Cc2ccccc2C1,0.2,-0.2
C[C@@H]1CCCCO[C@H](CN(C)C(=O)Nc2ccccc2)[C@H](C)CN([C@@H](C)CO)C(=O)c2cc(NC(=O)Nc3cccc4ccccc34)ccc2O1,-0.1,-2.4
C[C@H]1CN([C@@H](C)CO)C(=O)c2cc(-c3ccc(C(=O)N(C)C)cc3)cnc2O[C@H]1CN(C)C(=O)c1cccnc1,-2.5,0.5
C[C@@H]1CN([C@H](C)CO)C(=O)c2cc(NC(=O)Cc3ccccc3)ccc2O[C@@H](C)CCCCO[C@H]1CN(C)S(=O)(=O)c1ccc(Cl)cc1,-2.5,0.3
COc1ccc(S(=O)(=O)N[C@@H]2CC[C@@H](CCn3cc(C(C)C)nn3)O[C@H]2CO)cc1,-0.1,-0.5
C[C@H](CO)N1C[C@H](C)[C@@H](CN(C)C(=O)CCCN(C)C)OCCCC[C@H](C)Oc2ccc(NC(=O)CCC(F)(F)F)cc2C1=O,1.8,-2.1
C[C@H](CO)N1C[C@H](C)[C@H](CN(C)S(=O)(=O)c2ccccc2)Oc2ccc(NC(=O)Nc3cccc4ccccc34)cc2C1=O,0.1,0.0
CC(C)CC#Cc1cnc2c(c1)C(=O)N([C@H](C)CO)C[C@@H](C)[C@@H](CN(C)C(=O)Nc1cc(F)ccc1F)O2,6.3,1.1
C[C@H]1CN([C@@H](C)CO)C(=O)c2cc(NS(=O)(=O)c3cn(C)cn3)ccc2O[C@H]1CN(C)Cc1ccc(C(F)(F)F)cc1,-0.4,-0.6

Screens deposited in PubChem by Broad Institute.
